Runt-CBFb FRET – inhibitors of RUNX1 Runt–CBFb binding, primary screen, biochemical, FRET, Cerulean-Runt, Venus-CBFb, uHTS; AID 1496, 2009; Cerulean-Runt/Venus-CBFb FRET ratio 530/480, 1 h; hit rate 0.46% among 220,000; inhibition, % at 20 µM;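 active = inhibition over about 50% at 20 µM in the single-dose screen, limit read from the data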;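 note: 0% = DMSO wells and 100% = excess unlabeled CBFb competitor control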
Target sequence (Q01196 whole entry, looked up): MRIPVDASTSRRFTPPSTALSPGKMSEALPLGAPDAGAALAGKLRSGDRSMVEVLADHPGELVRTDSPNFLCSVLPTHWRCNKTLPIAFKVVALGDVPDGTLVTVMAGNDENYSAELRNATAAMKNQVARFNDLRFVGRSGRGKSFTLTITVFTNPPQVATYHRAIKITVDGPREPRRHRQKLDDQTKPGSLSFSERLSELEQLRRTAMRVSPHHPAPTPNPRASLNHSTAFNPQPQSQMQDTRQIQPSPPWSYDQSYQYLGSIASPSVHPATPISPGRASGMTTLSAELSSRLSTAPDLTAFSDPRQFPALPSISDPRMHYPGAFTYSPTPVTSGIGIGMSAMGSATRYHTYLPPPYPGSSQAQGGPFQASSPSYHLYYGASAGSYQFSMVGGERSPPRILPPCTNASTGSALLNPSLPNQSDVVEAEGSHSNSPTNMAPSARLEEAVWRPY
Target sequence (Q13951 whole entry, looked up): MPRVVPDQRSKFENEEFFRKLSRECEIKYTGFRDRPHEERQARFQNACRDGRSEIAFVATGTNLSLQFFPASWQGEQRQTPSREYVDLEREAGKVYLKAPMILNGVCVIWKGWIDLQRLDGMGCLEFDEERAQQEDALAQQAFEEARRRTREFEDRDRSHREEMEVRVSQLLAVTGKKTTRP
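Doses: 20 µM compound in 1% DMSO | Material: Cerulean-labeled Runt domain protein | Amount: Each fluorescent fusion protein 100 nM | Schedule: Two 1 h room-temperature incubations shielded from light | Measured by: FRET fluorescence | Evaluation: Loss of energy transfer signal | Controls: Unlabeled CBFb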
Runt-SMMHC FRET – inhibitors of RUNX1 Runt–CBFb-SMMHC binding, primary screen, biochemical, FRET, Cerulean-Runt, Venus-CBFb-SMMHC, uHTS. Cerulean-Runt/Venus-CBFb-SMMHC FRET ratio 530/480, 1 h. AID 1434, 2008. hit rate 0.74% among 220,000. Runt-related transcription factor 1 (Homo sapiens) + Core-binding factor subunit beta …. inhibition, % at 20 µM;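 active = mean inhibition across duplicate retests at 20 µM reaching about 50%, limit read from the data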;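 note: 0% = DMSO wells and 100% = wells with excess untagged CBFb-SMMHC; inhibitors lower the FRET ratio by blocking Runt binding to CBFb-SMMHC; some results filed as inactive read as strong as hits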
RBBP9 inh – human RBBP9 inhibitors, primary screen, biochemical, fluorescence polarization, FP-Rh probe, HTS; recombinant RBBP9; inhibition, % at 7.94 µM; hit rate 0.2% among 220,000; AID 1515, 2009;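 active = inhibition above the campaign mean of all tested compounds plus 3 SD, cut at about 14% in these data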;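 note: plate controls were DMSO wells with RBBP9 for no effect and wells lacking RBBP9 protein for full effect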
Target sequence (O75884 whole entry, looked up): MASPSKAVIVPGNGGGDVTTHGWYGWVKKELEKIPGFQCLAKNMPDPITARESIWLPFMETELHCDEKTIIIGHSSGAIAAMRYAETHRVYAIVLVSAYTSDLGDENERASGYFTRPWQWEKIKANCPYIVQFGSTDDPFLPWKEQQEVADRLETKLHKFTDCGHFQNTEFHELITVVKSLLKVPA
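Controls: DMSO-treated enzyme wells and wells lacking RBBP9 | Material: RBBP9 protein | Technique: Fluorescence polarization | Replication: Single well per compound, no replicates | Buffer or medium: Tris-NaCl-Pluronic buffer, pH 8.0 | Timing: 30 min compound preincubation, 45 min probe labeling, 25 °C | Read-out basis: Percent inhibition from mP, scaled between DMSO and no-protein wells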
PGE2 EP2 inh – human EP2 receptor antagonists, primary screen, TR-FRET cAMP, C6 glioma cells; inhibition, % at 25 µM; hit rate 0.52% among 260,000; C6 glioma cells expressing human EP2; cells stimulated with saturating PGE2; Prostaglandin E2 receptor EP2 subtype (Homo sapiens), P43116;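 active = percent inhibition above 40 after rounding to a whole number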;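 note: rat C6 glioma host cells with rolipram phosphodiesterase inhibitor present; the protocol text gives 20 µM as final concentration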
TNF necrop inh – inhibitors of TNF-alpha triggered necroptosis, primary screen, cell-based, Jurkat FADD-/-, single concentration | Jurkat FADD-/- TNF necroptosis rescue, ATP luminescence, 24 h; 0 = TNF only, 100 = no-TNF cells | activation (protection from cell death), % at 10 µM | hit rate 0.068% among 220,000;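 active = activation, meaning protection from cell death, of at least 50% relative to plate controls; inactive = activation below 50%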;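 note: necroptosis triggered by 40 ng/mL TNF-alpha added together with compound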
PERK inh – block of dimerizer-induced PERK translation repression, primary screen, PERK inhibitor project, CHO PERK-DD cells, SEAP luminescence, HTS. inhibition, % at 5.6 µM. hit rate 0.17% among 220,000. Eukaryotic translation initiation factor 2-alpha kinase 3 (Homo sapiens), Q9NZJ5. AID 1416, 2008. CHO PERK-DD fusion, SEAP luminescence translation reporter;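 active = inhibition above the mean inhibition of all tested compounds plus 3 SD, set separately per screening campaign, cut at about 2.9% in these data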;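 note: PERK kinase domain activated by AP20187 dimerizer at 100 nM; 0% = DMSO with dimerizer and 100% = rapamycin at 8.4 µM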
EP2 mod – EP2 receptor modulators, cAMP readout, primary screen, cell-based, HTRF cAMP, PGE2 stimulation; Prostaglandin E2 receptor EP2 subtype (Homo sapiens), P43116; EP2-expressing cells, cAMP HTRF FRET, PGE2 co-stimulation; induction, % at 25 µM; hit rate 0.83% among 260,000;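 active = compounds whose cAMP rise, as percent of the full-agonist control response, exceeds 60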;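 note: rat C6 glioma line stably carrying human EP2 under a CMV promoter; the protocol text gives 20 µM as final concentration; 100% = response of wells given 1 µM PGE2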
zVAD death inh – inhibitors of zVAD-triggered necroptosis, primary screen, L929 cells. hit rate 0.38% among 220,000. L929 zVAD necroptosis rescue, ATP luminescence, 24 h; with zVAD 60 µM. AID 1377, 2008. viability rescue, % at 10 µM;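 active = activation, scaled between plate controls, above about 75%, limit read from the data; inactive = activation under that limit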;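 note: 0% = zVAD with DMSO and 100% = DMSO alone without zVAD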
Hck-Nef inh – inhibitors of Nef-activated human Hck kinase, primary screen, biochemical, Z-Lyte FRET, 384-well, Hck-YEEI. Tyrosine-protein kinase HCK (Homo sapiens), P08631. Recombinant Hck-YEEI plus Nef, Z-Lyte FRET kinase assay. inhibition, % at 20 µM. hit rate 0.68% among 220,000. AID 463187, 2010;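 active = Hck-Nef kinase inhibition above about 50%, limit read from the data; inactive = inhibition below that limit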;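 note: 0% = DMSO with Hck plus Nef and 100% = Hck alone without Nef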
Starred values were filed as active, the others as inactive; / = not tested or not shown; & = joins results of further samples. A portion of the library; rates above refer to the full screens.

The line under a structure holds: Runt-CBFb FRET, Runt-SMMHC FRET, RBBP9 inh, PGE2 EP2 inh, TNF necrop inh, PERK inh, EP2 mod, zVAD death inh, Hck-Nef inh
> CCOc1cc(C2CC(=O)N3CN(C4CCCCC4)CSC3=C2C#N)ccc1O (stereo unspecified)
  23.7, 6.3, 9.0, 14.4, -0.3, -0.1, 24.4, -0.5, -39.4
> O=C1CCCN1c1ccc(S(=O)(=O)NCCc2ccc(Cl)cc2)cc1
  0.1, 1.8, -2.1, 8.3, 0.1, -0.5, -36.3, 0.6, -1.9
> CC(=Nc1ccccc1)C1=C(O)CSC1=O
  12.8, 3.0, 5.5, 27.2, -0.8, 0.8, 19.1, 0.6, -14.0
> CCOC(=O)c1oc2cc(O)cc(C)c2c(=O)c1-c1cscn1
  0.5, -0.2, -3.1, 10.5, -0.5, -0.6, 11.2, -0.5, 7.7
> COc1ccc(CCN(C)CCC(=O)Nc2c(C)cc(C)cc2C)cc1OC
  -2.8, -9.6, -3.5, 9.7, -2.8, -1.4, 26.2, -0.2, 1.3
> Cc1nc2ccccc2c2c1C(=O)N(C(C)C)C2=O
  -0.2, 1.9, -5.6, 7.5, -0.2, 0.3, 19.2, -0.1, -0.3
> C[C@@H](C(=O)N1CCN(C(=O)OC(C)(C)C)CC1)n1cc(CCC(=O)O)nn1
  0.3, 0.9, -5.9, 16.0, -1.7, 0.3, 14.6, 0.4, -15.4
> CON/C=C(\C=Nc1ccc(C(F)(F)F)cc1)c1ncc(C(F)(F)F)cc1Cl
  1.9, -1.1, -4.2, 0.9, -3.2, -0.1, 8.0, -0.4, -0.2
> CC(C)(C)NC(=O)C(OC(=O)c1cccs1)c1ccc(C#N)cc1 (stereo unspecified)
  1.5, -2.4, -9.5, 2.3, 2.0, -0.5, -12.9, 1.1, 19.4
> CC1=C(C(=O)OCc2ccccc2)C(c2ccsc2)C(C#N)=C(N)O1 (stereo unspecified)
  -2.0, -3.1, -12.1, 12.3, -2.5, 0.2, 40.7, -0.5, 2.4
> Cc1cccc(NC(=O)c2cccc3c2-c2ccccc2C3=O)n1
  -0.5, -1.3, -9.7, 4.5, 0.7, 1.4, -2.3, -0.2, 0.3
> CCC(=O)Nc1ccc2oc(-c3cccnc3)nc2c1
  3.5, 1.5, -9.6, 12.1, -0.3, 1.0, 14.6, 0.8, 23.0
> CN(C)C(=O)CSc1nc2ccccc2n1Cc1ccccc1
  -3.2, -0.1, -0.7, 3.0, 0.4, -0.2, 9.4, 0.5, 9.2
> Cc1c(NC(=O)c2cc(-n3cnnc3)ccc2Cl)cccc1-c1nc2ccccc2o1
  -3.3, 1.7, -1.5, 5.5, 0.1, -0.9, 2.5, -0.1, 1.4
> COc1ccc(-c2csc3ncn(-c4cccc(C)c4)c(=O)c23)cc1OC
  -1.2, -2.7, -9.3, 6.7&0.3, -5.3, 0.4, 18.0&-12.4, 20.1, 19.9

Other results.
The line under a structure holds: Runt-CBFb FRET, Runt-SMMHC FRET, RBBP9 inh, PGE2 EP2 inh, TNF necrop inh, PERK inh, EP2 mod, zVAD death inh, Hck-Nef inh
> CCn1c(SCC(=O)c2ccc(F)cc2)nnc1-c1ccoc1C
  1.2, 2.7, -4.1, 7.9, 2.7, -0.8, 21.4, 0.3, -0.3
> CCN(CC)S(=O)(=O)c1ccc(C2=NOC3(C2)N(C)c2ccccc2C3(C)C)cc1 (stereo unspecified)
  -1.6, 3.0, -2.2, 4.8, 5.6, -0.1, 4.9, 2.1, 0.6
> O=c1oc2cc(OCc3ccc(F)cc3F)ccc2cc1-c1ccc2ccccc2n1
  3.0, 12.6, -8.5, 8.8, 2.0, -0.3, 3.3, 0.5, 2.2
> O=C(O)C1CC(=O)N(CCc2ccccc2)C1 (stereo unspecified)
  -0.9, -3.4, -11.8, 11.8, -0.3, 0.7, 3.6, 1.0, -18.2
> CC1CCN(S(=O)(=O)c2ccc3c(c2)oc(=O)n3CC(=O)NCc2ccc3c(c2)OCO3)CC1
  -4.2, -0.5, -3.2, 13.2, -3.8, 0.1, -11.9, -0.2, 1.5
> O=C(COc1ccc(Br)cc1)NCCO
  0.3, 2.9, -2.8, 7.8, 1.4, 2.0, 4.9, -0.6, 8.9
> Cn1c(=O)[nH]c(=O)c2[nH]c(N(Cc3ccccc3)Cc3ccccc3)nc21
  -0.7, 11.1, 2.6, 9.5, -3.3, -1.2, 0.0, -0.6, 4.9
> CCc1ccc(CN(C)C(=O)CCc2nnc(COc3ccccc3)o2)cc1
  -5.3, 0.0, -1.5, -0.7, -1.0, 0.3, -1.1, -0.4, 18.3
> O=C(NCCCn1ccnc1)c1cn(-c2ccccc2)nc1-c1ccc(F)cc1
  -0.4, -0.5, -0.7, 2.0, -1.1, -0.4, 8.1, -0.1, 1.3
> Cc1cccc(/C=N/NC(=O)C(C)Nc2cccc3ccccc23)n1 (stereo unspecified)
  4.8, -0.6, 4.7, 16.0, -1.2, 0.0, -51.4, 0.3, -2.0
> COC(=O)C(=N/Nc1ccccc1C(=O)OC)/C(C)=N/O
  2.6, 2.2, -2.4, 3.5, 0.1, -1.3, 40.5, 0.3, 18.7
> Cc1[nH][nH]c(=O)c1C(c1ccc(-c2ccc(Cl)cc2)o1)c1c(C)[nH][nH]c1=O
  23.1, 15.0, -4.6, 32.5&16.7, -1.1, 0.7, -74.2&-44.3, 1.1, 5.4
> Cc1ccc2nc(-c3ccccn3)cc(C(=O)NC3CCN(C)CC3)c2c1
  0.1, 1.4, -7.0, 13.7, -0.2, -1.3, -15.2, -0.9, 7.3
> Cc1sc(NC(=O)C2CC(Cl)=CCC2C(=O)O)c(C#N)c1C (stereo unspecified)
  1.1, -1.7, 0.4, 1.9, -1.7, -0.1, 20.0, 0.7, 18.6
> CC12CCC(C(=O)NNc3ccc([N+](=O)[O-])cc3)(OC1=O)C2(C)C (stereo unspecified)
  -0.2, -2.0, -7.9, 2.6, 5.3, -1.6, -12.2, 0.2, 2.5

Going on with the list.
The line under a structure holds: Runt-CBFb FRET, Runt-SMMHC FRET, RBBP9 inh, PGE2 EP2 inh, TNF necrop inh, PERK inh, EP2 mod, zVAD death inh, Hck-Nef inh
> CCC(C)[C@H]1CN=C(N)N1CCCc1cc(OC)c(OC)c(OC)c1 (stereo partly specified)
  0.0, -1.9, /, 17.5, 0.9, /, 1.8, -0.2, 23.2
> CCOc1cc(/C=C(/NC(C)=O)C(=O)O)cc(Cl)c1OCc1cccc(Br)c1
  3.4, -5.7, -0.2, 5.4, 4.9, 0.8, 24.4, 0.5, 10.1
> Cc1ccoc1C(=O)NCCCNC(=O)c1occc1C
  1.9, -4.4, 0.6, 4.3, 0.1, 0.2, 14.3, -0.1, 2.3
> CC[N+](CC)(CCCCS(=O)(=O)[O-])CCNP1(=O)C=C(c2ccccc2)OC(c2ccccc2)=C1
  -1.7, 1.9, 3.5, 8.0, -0.3, 1.5, 8.7, 1.3, 32.1
> CCOc1ccc(N(CC(=O)Nc2ccc(OC)cc2)S(C)(=O)=O)cc1
  -0.4, 2.4, -9.7, 8.6, -2.6, 0.8, 0.9, 0.6, 1.1
> Cn1c(Cc2cccs2)nnc1SCC(=O)N1CCCc2ccccc21
  -0.2, 0.5, -12.2, 9.7, -0.6, -1.3, 1.0, -0.8, -18.7
> CCC(=O)N1CCCc2cc(S(=O)(=O)NCc3cccs3)ccc21
  -0.4, 1.4, -8.2, 15.4, 1.1, -0.3, -4.5, 2.5, 4.6
> COc1ccc(CCNC(=O)c2cc(S(=O)(=O)N(C)c3ccccc3)ccc2Cl)cc1
  1.8, 0.2, -6.2, 9.2, 1.8, -0.7, 6.1, -0.5, -0.2
> NCCc1nnc(SCC(N)=O)o1
  -1.5, 0.1, -11.8, 4.2, -1.5, -0.2, -7.8, 0.4, -0.5
> COc1ccccc1-n1c(SCC(=O)Nc2ccc(Br)cc2)nc(O)cc1=O
  -0.9, 1.5, -18.1, 7.4, 1.3, 1.4, 15.5, -0.3, 23.4
> CCC(=O)NC(=S)NNC(=O)c1ccc(NC(=O)c2ccccc2)cc1
  7.6, 4.1, 0.3, 6.7, 0.1, 2.4, -26.5, 1.8, 7.5
> CCN1CCN(C(=O)C(=O)c2c(C)[nH]c3ccccc23)CC1
  -1.4, -0.7, -2.4, 3.7, 0.2, -0.7, 7.9, 2.6, 23.9
> NC1=NC(=O)C2(COC(c3cccc([N+](=O)[O-])c3)OC2)S1 (stereo unspecified)
  -1.1, 2.6, -3.0, 7.4, -1.2, -0.9, -18.1, -0.9, 16.1
> COc1ccc(OC)c(S(=O)(=O)N(C)CC(=O)N2CCN(c3cccc(Cl)c3)CC2)c1
  -3.9, -1.4, -14.6, 8.7, -3.8, -1.5, -7.2, -0.2, 7.6
> C#CCOC(=O)c1csc2nnsc12
  -0.5, -2.0, 3.0, 9.8, -0.7, 1.8, -10.4, -0.2, 5.8

Remaining list, next part:
The line under a structure holds: Runt-CBFb FRET, Runt-SMMHC FRET, RBBP9 inh, PGE2 EP2 inh, TNF necrop inh, PERK inh, EP2 mod, zVAD death inh, Hck-Nef inh
> O=c1[nH]nc(Sc2ncnc3sccc23)n1CCc1ccccc1
  -1.8, 2.5, -7.2, /, -8.7, 0.9, -20.2, -0.1, 0.6
> COc1ccc(NC(=O)N2CCN(S(C)(=O)=O)CC2)c(OC)c1
  -1.4, -0.8, -3.5, 2.7, -0.6, 0.0, 9.1, -2.2, -31.1
> N#Cc1c(-c2ccc(F)cc2)ccnc1N1CCOCC1
  0.3, 3.7, -12.3, 7.5, 0.1, 1.4, 14.2, -0.2, -14.6
> Cc1scc(C(=O)NNC(=S)NCC2CCCO2)c1-c1ccccc1 (stereo unspecified)
  -1.2, 1.4, -3.9, 9.0, -0.5, 0.1, 28.9, 0.6, 2.8

Screening results (PubChem)
